Screening data as filed in PubChem BioAssay.
Kir21 inh = inhibitors of mouse Kir2.1 inward-rectifier potassium channel | P35561 | HEK293-Kir2.1, FluxOR thallium flux fluorescence; hits give low values | B-score at 10 µM | 310,000 tested, 0.85% active | AID 1672;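 active = fluorescence ratio B-score at or below minus 3 SD of library scores, with starting-brightness B-score within 2 SD, cut at about -4.2 in these data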;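 note: channel flux triggered by added potassium and thallium sulfate stimulus; B-score of peak minus minimum fluorescence over baseline after thallium stimulus; more negative B-score means stronger Kir2.1 block with less thallium influx; some compounds called inactive have numbers as strong as hits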
Target sequence (P35561 whole entry, looked up): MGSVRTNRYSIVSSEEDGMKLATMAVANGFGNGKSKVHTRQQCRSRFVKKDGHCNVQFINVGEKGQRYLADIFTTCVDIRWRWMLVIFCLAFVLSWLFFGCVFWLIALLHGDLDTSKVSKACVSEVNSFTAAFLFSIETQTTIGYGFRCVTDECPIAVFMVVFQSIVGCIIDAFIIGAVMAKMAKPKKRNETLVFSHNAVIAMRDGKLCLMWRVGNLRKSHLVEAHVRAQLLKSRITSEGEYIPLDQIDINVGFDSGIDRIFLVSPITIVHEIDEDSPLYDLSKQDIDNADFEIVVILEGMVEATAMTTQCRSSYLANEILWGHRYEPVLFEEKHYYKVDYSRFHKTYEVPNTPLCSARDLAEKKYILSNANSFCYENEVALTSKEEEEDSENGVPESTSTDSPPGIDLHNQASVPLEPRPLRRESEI
CHT block = inhibitors of human choline transporter CHT. CHT-expressing cells, membrane potential dye, choline response; hits give low values. B-score at 10 µM. 310,000 tested, 0.86% active;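 active = B-score over 3 SD under the library average, and starting fluorescence ratio not unusually high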;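 note: choline stimulus applied at its EC90 after an EC20 pre-addition; B-score computed on integrated fluorescence ratio after choline addition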
Target sequence (Q9GZV3 whole entry, looked up): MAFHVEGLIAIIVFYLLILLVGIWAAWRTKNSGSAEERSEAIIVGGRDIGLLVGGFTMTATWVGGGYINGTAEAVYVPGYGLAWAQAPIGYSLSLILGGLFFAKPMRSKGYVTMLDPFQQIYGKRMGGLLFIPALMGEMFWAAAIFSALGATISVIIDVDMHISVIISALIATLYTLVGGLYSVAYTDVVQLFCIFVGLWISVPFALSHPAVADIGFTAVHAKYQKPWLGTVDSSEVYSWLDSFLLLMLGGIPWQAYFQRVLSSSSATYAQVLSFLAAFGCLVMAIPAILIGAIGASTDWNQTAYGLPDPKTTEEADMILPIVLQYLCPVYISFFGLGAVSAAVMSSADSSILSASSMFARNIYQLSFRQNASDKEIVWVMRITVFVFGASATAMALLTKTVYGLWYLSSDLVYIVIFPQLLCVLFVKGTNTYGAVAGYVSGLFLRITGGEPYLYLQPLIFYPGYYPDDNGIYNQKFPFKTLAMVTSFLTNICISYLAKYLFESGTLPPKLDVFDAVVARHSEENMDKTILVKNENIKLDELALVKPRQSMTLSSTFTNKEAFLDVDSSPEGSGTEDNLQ
* hit, by the source's call.

For NC(=O)CSc1nc(-c2ccccc2Cl)ns1 the results were Kir21 inh 0.77 and CHT block inactive.
Screening Cc1cc(C(=O)CSc2n[nH]c(N)n2)c(C)n1-c1ccc(F)cc1 returned Kir21 inh -1.2 and CHT block -8.2*.
Screening O=C(c1cc[n+]([O-])cc1)N1CCc2c([nH]c3ccccc23)C1c1ccccc1Cl (stereo not given) returned Kir21 inh 0.31 and CHT block inactive.
For O=C(CCC1CCCC1)Nc1nnc(-c2ccc3c(c2)OCO3)s1 the results were Kir21 inh -0.39 and CHT block inactive.
Screening Cc1ccc(-c2nc(C)sc2CC(=O)OCC(=O)Nc2ccc(F)c(Cl)c2)cc1 returned Kir21 inh -0.76 and CHT block inactive.
For O=C(Nc1nc2c(s1)CCCC2)c1ccc(Br)o1 the results were Kir21 inh 1.4 and CHT block inactive.
For O=C1N[C@@H](Cc2cn(S(=O)(=O)c3ccc([N+](=O)[O-])cc3)c3ccccc23)C(=O)N[C@H]1Cc1ccccc1 the results were Kir21 inh -0.53 and CHT block inactive.
For N#CCC(=O)Nc1ccc(C(=O)OCC(=O)N(C2CCCCC2)C2CCCCC2)cc1 the results were Kir21 inh -0.68 and CHT block inactive.
O=C(Nc1cccnc1)c1ccc(NC(=O)c2ccco2)cc1 was read as Kir21 inh 1.6 and CHT block inactive.
`COc1ccc(NS(=O)(=O)c2ccc(C)c(C(=O)NNC(=O)c3ccccc3O)c2)cc1` gave Kir21 inh -0.15 and CHT block inactive.
`CCCn1c(SCC(=O)NCCc2ccccc2)nnc1C(C)C` gave Kir21 inh 0 and CHT block inactive.
`COc1ccc(OC)c(CN2CCN(C(=O)c3cccc4ccccc34)CC2)c1` gave Kir21 inh 1.1 and CHT block inactive.
O=C(C[n+]1cccc2ccccc21)c1ccc([N+](=O)[O-])cc1 was read as Kir21 inh -2.8 and CHT block inactive.
For CCOc1ccc(C(=O)NC2CCN(CC(=O)NCc3cccs3)CC2)cc1 the results were Kir21 inh -0.74 and CHT block inactive.
`COc1ccc(N2CCN(C(=O)COC(=O)COc3cc(C)cc(C)c3)CC2)cc1` gave Kir21 inh 0.56 and CHT block inactive.

The final 6 records of the part above come first, to join the parts.
`COc1ccc(NS(=O)(=O)c2ccc(C)c(C(=O)NNC(=O)c3ccccc3O)c2)cc1` gave Kir21 inh -0.15 and CHT block inactive.
`CCCn1c(SCC(=O)NCCc2ccccc2)nnc1C(C)C` gave Kir21 inh 0 and CHT block inactive.
`COc1ccc(OC)c(CN2CCN(C(=O)c3cccc4ccccc34)CC2)c1` gave Kir21 inh 1.1 and CHT block inactive.
O=C(C[n+]1cccc2ccccc21)c1ccc([N+](=O)[O-])cc1 was read as Kir21 inh -2.8 and CHT block inactive.
For CCOc1ccc(C(=O)NC2CCN(CC(=O)NCc3cccs3)CC2)cc1 the results were Kir21 inh -0.74 and CHT block inactive.
`COc1ccc(N2CCN(C(=O)COC(=O)COc3cc(C)cc(C)c3)CC2)cc1` gave Kir21 inh 0.56 and CHT block inactive.
`CCCCC(c1nnnn1CC1CCCO1)N1CCN(c2nc3ccccc3s2)CC1` (stereo not given) gave Kir21 inh -0.21.
NC(=O)CSC1=Nc2ccccc2C2=NC(CCC(=O)NCc3ccc(F)cc3)C(=O)N12 (stereo not given) was read as Kir21 inh 0.68 and CHT block inactive.
COc1ccc(C2C(C(C)=O)=C(O)C(=O)N2c2nccs2)cc1 (stereo not given) was read as Kir21 inh 3.3 and CHT block inactive.
For Cc1ccc(NC(=O)NN2CCN(C)CC2)cc1C the results were Kir21 inh -0.26 and CHT block inactive.
For COc1ccccc1CNC(=O)C1(NC(=O)Nc2ccc(C)cc2)CCCCC1 the results were Kir21 inh 0.12 and CHT block inactive.
For O=C(CN1CCN(C(=O)c2ccccc2F)CC1)Nc1ccc(Br)cc1 the results were Kir21 inh 0.15 and CHT block inactive.
`COc1cc2[nH]c(C(=O)N3CCc4ccccc43)cc2c(OC)c1OC` gave Kir21 inh 0.17 and CHT block inactive.
For Cc1cnc(C(=O)Nc2ccc(C)c(S(=O)(=O)N(C)C)c2)cn1 the results were Kir21 inh 0.32 and CHT block inactive.
Screening COc1ccc(CNc2nc3nc(C)c(Cl)c(=O)n3[nH]2)cc1 returned Kir21 inh 0.46 and CHT block inactive.
Cc1cc(=O)n2c(n1)NC(=NCc1ccccc1)NC2c1ccccc1 (stereo not given) was read as Kir21 inh -1.2 and CHT block inactive.
Screening CCCC[n+]1c2ccccc2cc2ccccc21 returned Kir21 inh -5.9 and CHT block inactive.
For C=CCSc1nnc2nc3c(nn12)c1cc(C)ccc1n3CC=C the results were Kir21 inh -0.34 and CHT block inactive.
Screening O=C(NC1CCCC1)c1ccc(Cn2c(=O)[nH]c3ccsc3c2=O)cc1 returned Kir21 inh -0.06 and CHT block inactive.
Cc1ccc(S(=O)(=O)c2cc3c(=O)n4cccc(C)c4nc3n(C3CCCCC3)c2=N)cc1 was read as Kir21 inh -0.92 and CHT block inactive.
`CSc1ccccc1NC(=O)c1onc(C)c1Cl` gave Kir21 inh -1.2 and CHT block inactive.
Screening O=S(=O)(Nc1cccc2cn[nH]c12)c1ccc(F)cc1 returned Kir21 inh -0.86 and CHT block inactive.
For Nc1nc(NC(=O)CCC(=O)O)nn1-c1ccccc1 the results were Kir21 inh -0.72 and CHT block inactive.
CCOC(=O)N1CCN(C(=O)CNC(=O)c2nn(-c3ccc(OC)c(OC)c3)c(=O)c3ccccc23)CC1 was read as Kir21 inh 0.62 and CHT block inactive.
`Cn1c(=O)[nH]c(=O)c2c1ncn2CCN1CCCCC1` gave Kir21 inh 0.63 and CHT block inactive.
Screening COc1cc(/C=N/NC(=S)NCC2CCCO2)cc(OC)c1OC (stereo not given) returned Kir21 inh -0.46 and CHT block inactive.
`Brc1ccc(C2C3=C(Nc4ncnn42)c2ccccc2OC3c2ccncc2)cc1` (stereo not given) gave Kir21 inh 0.15 and CHT block inactive.
C[C@]12C(=O)N(c3ccc(F)cc3)C(=O)N1[C@@H]1c3ccccc3OC[C@@H]1[C@H]2c1ccccc1 was read as Kir21 inh -0.87 and CHT block inactive.
Screening Cc1cc(O)cc2c1C(c1ccc(F)cc1)CC1(CC(C)(C)NC(=S)N1)O2 (stereo not given) returned Kir21 inh -1.2 and CHT block inactive.
For COc1ccc(CNC(=O)COc2ccc(S(=O)(=O)NC(C)C)cc2)cc1 the results were Kir21 inh -0.43 and CHT block inactive.
`CCC(C(=O)NCc1ccco1)N(C(=O)CNS(=O)(=O)c1ccccc1)C1CCCCC1` (stereo not given) gave Kir21 inh -0.31 and CHT block inactive.
For CCCCN=Cc1c(C)[nH]n(-c2ccccc2)c1=S the results were Kir21 inh -1.6 and CHT block inactive.
Screening CCc1nc(CN(C)C(=O)C2CCC(=O)N(CCc3cccc(F)c3)C2)no1 (stereo not given) returned Kir21 inh -0.42 and CHT block inactive.
For CSc1ccc(CCNC(=O)c2ccc(CS(=O)Cc3ccccc3Cl)o2)cc1 (stereo not given) the results were Kir21 inh -0.79 and CHT block inactive.
For O=C(OCc1nc2ccccc2s1)c1ccc([N+](=O)[O-])o1 the results were Kir21 inh -0.82 and CHT block inactive.
Screening CCn1c(CNC(=O)c2ccc(OC)cc2)nnc1SC returned Kir21 inh -1.3 and CHT block inactive.
O=C(CN1CCN(S(=O)(=O)c2ccc(F)cc2)CC1)Nc1ccc2c(c1)OCO2 was read as Kir21 inh 0.01 and CHT block inactive.
`CCCCCCCC[n+]1cccc(C(=O)N2c3c(nc(N)[nH]c3=O)NC(C)C2C)c1` (stereo not given) gave Kir21 inh 0.01 and CHT block inactive.
Screening COc1ccc(Cl)cc1NC(=O)c1nnn(CC(=O)Nc2ccc(C)c(C)c2)c1N returned Kir21 inh 1.4 and CHT block inactive.
O=C(NNC(=O)C1CCCO1)c1ccc(Cl)cc1 (stereo not given) was read as Kir21 inh 0.32 and CHT block inactive.
O=C(O)C1=C(C(=O)N2CCN(C(=O)c3ccco3)CC2)CCCC1 was read as Kir21 inh -0.89 and CHT block inactive.
Screening COc1ccccc1CNC(=O)c1cc2ccccc2oc1=O returned Kir21 inh 0.68 and CHT block inactive.
CCCC(=O)NCCc1cc2ccc(C)c(C)c2[nH]c1=O was read as Kir21 inh 0.02 and CHT block inactive.
For O=C(OC(C(=O)NCc1ccc2c(c1)OCO2)c1ccccc1F)c1ccco1 (stereo not given) the results were Kir21 inh 0 and CHT block inactive.
O=C(O)CCN(Cc1ccccc1)S(=O)(=O)c1ccc(Cl)cc1F was read as Kir21 inh -3 and CHT block inactive.
`Cn1c(C(C#N)/C(=N\S(=O)(=O)c2cccs2)c2ccccc2)nc2ccccc21` (stereo not given) gave Kir21 inh -0.01 and CHT block inactive.
For CCOc1ccc(N(CC(=O)NCc2ccco2)S(C)(=O)=O)cc1 the results were Kir21 inh -1.1 and CHT block inactive.
`O=C(NCC1CCCO1)Nc1ccc(Cl)cc1` (stereo not given) gave Kir21 inh 0.69 and CHT block inactive.
COc1ccc(-c2nnn(CC(=O)NCc3ccc4c(c3)OCO4)n2)cc1OC was read as Kir21 inh -0.58 and CHT block inactive.
For CC(C)(C)CC(=O)N1CCN(Cc2ccc3c(c2)OCO3)CC1 the results were Kir21 inh 0.78 and CHT block inactive.
Screening COc1ccccc1NC(=O)CSc1nc(O)cc(=O)n1-c1ccccc1OC returned Kir21 inh 0.2 and CHT block inactive.
For O=C(Nc1ccncc1)c1ccc2c(c1)C(=O)N(CC1CCCO1)C2=O (stereo not given) the results were Kir21 inh 0.15 and CHT block inactive.
Cc1ccc(CNC(=O)Cc2cn(C)c3ccccc23)cc1 was read as Kir21 inh 0.99 and CHT block inactive.
For O=c1sc2ccccc2c(=O)n1Cc1ccccc1F the results were Kir21 inh -0.68 and CHT block inactive.
CCc1ccc2nc(SCC(=O)N3CCCCC3)c(C#N)cc2c1 was read as Kir21 inh 1.6 and CHT block inactive.
O=C(OCC(=O)N1CCCc2ccccc21)c1ccc(S(=O)(=O)C(F)F)cc1 was read as Kir21 inh -0.71 and CHT block inactive.
Screening CC1(C)Cc2c(C#N)c(OCC(=O)c3ccccc3)nc(-c3ccoc3)c2CO1 returned Kir21 inh 2.1 and CHT block inactive.
For COc1ccc(CCC(=O)N2CC(C)OC(C)C2)cc1 (stereo not given) the results were Kir21 inh 1.2 and CHT block inactive.
For Cc1c(Cl)cccc1NC(=S)N1CCC(N(C)CC2CCCO2)CC1 (stereo not given) the results were Kir21 inh 2 and CHT block inactive.
CC(C)(C)c1nc(SCC(=O)c2ccccc2)c2ccccc2n1 was read as Kir21 inh -0.33 and CHT block inactive.
For O=C(CNC(=O)Cc1ccc(Cl)cc1)NCC(=O)N1CCCCC1 the results were Kir21 inh -0.1 and CHT block inactive.
Screening Nc1ccc(S(=O)(=O)N2CCCc3ccccc32)cc1 returned Kir21 inh -5.7* and CHT block inactive.
`O=[N+]([O-])c1ccc(N2CCN(c3ccc(O)cc3)CC2)cn1` gave Kir21 inh -0.22 and CHT block inactive.
For O=C(Nc1ccccn1)c1ccc(NC(=O)c2ccco2)cc1 the results were Kir21 inh 0 and CHT block inactive.
Cc1cc(C)nc(SCCCNCc2c(F)cccc2Cl)n1 was read as Kir21 inh -2.1 and CHT block inactive.
`Cc1c(-c2ccccc2)sc(N)c1C(=O)N1CCOCC1` gave Kir21 inh 0.35 and CHT block inactive.
`Cc1cccc(C)c1NC(=O)C(C)N1CCCC1` (stereo not given) gave Kir21 inh 0.01 and CHT block inactive.
COc1ccc(N2C(=O)CSC2c2cccc(F)c2)c(OC)c1 (stereo not given) was read as Kir21 inh -0.11 and CHT block inactive.
For O=C(Cn1ccnc1[N+](=O)[O-])NCc1ccccc1 the results were Kir21 inh 0.01 and CHT block inactive.
For O=C(NNc1cccc(Cl)c1)c1cccnc1Oc1ccccc1 the results were Kir21 inh 0.01 and CHT block inactive.
For CN(C)Cc1nnnn1-c1ccccc1 the results were Kir21 inh 1 and CHT block inactive.
`CCc1cc(=O)oc2c3c(cc(OCC(=O)NCc4ccccn4)c12)OC(C)(C)CC3` gave Kir21 inh -1.1 and CHT block inactive.
For O=C(CN1C(=O)c2ccccc2S1(=O)=O)Nc1ncccn1 the results were Kir21 inh 0.22 and CHT block inactive.
CN(C)CCCNC(=S)NCCNc1nc2cc3c(cc2cc1C#N)OCO3 was read as Kir21 inh -0.56 and CHT block inactive.
Screening CN1CCN(C(=O)C2CCC(CNS(=O)(=O)c3cccc4cccnc34)CC2)CC1 (stereo not given) returned Kir21 inh -0.2 and CHT block inactive.
Screening O=c1[nH]nc(Cc2ccc(Cl)cc2Cl)c2ccccc12 returned Kir21 inh -0.21 and CHT block inactive.
Cc1cccc(C(=O)Nc2cccnc2Cl)c1 was read as Kir21 inh 2 and CHT block inactive.
`Cc1nn(Cc2ccc(F)cc2)c(C)c1NC(=O)c1cccnc1Cl` gave Kir21 inh -0.12 and CHT block inactive.
For O=C(COc1ccc2oc(-c3ccccc3)cc(=O)c2c1)Nc1ccccc1 the results were Kir21 inh 1 and CHT block inactive.
`N#CC1(P(=O)(c2ccccc2)c2ccccc2)CCCC1` gave Kir21 inh 0.45 and CHT block inactive.
For S=C(NCc1ccc(Cl)cc1)Nc1ccc(Cl)cc1Cl the results were Kir21 inh -0.25 and CHT block inactive.
Screening COC(=O)c1cnc2c(C(F)(F)F)cccc2c1OC returned CHT block inactive.
CC1CC(=O)N(CC(=O)Nc2cccc(F)c2)c2ccccc2S1(=O)=O (stereo not given) was read as Kir21 inh 1 and CHT block inactive.
For COc1ccc(-c2nnc(SCC(=O)Nc3ccccc3OC)o2)cc1 the results were Kir21 inh 1 and CHT block inactive.

Fetched by compound from above:
For O=C(Nc1ccncc1)c1ccc2c(c1)C(=O)N(CC1CCCO1)C2=O (stereo not given) the results were Kir21 inh 0.15 and CHT block inactive.
Screening Nc1ccc(S(=O)(=O)N2CCCc3ccccc32)cc1 returned Kir21 inh -5.7* and CHT block inactive.
Screening O=S(=O)(Nc1cccc2cn[nH]c12)c1ccc(F)cc1 returned Kir21 inh -0.86 and CHT block inactive.
